Yeast growth inh: growth inhibitors of yeast BB579 in restrictive medium, primary screen, yeast lifespan-shortening project, S. cerevisiae; OD615, 48 h; inhibition, % at 10 µM; 140,000 tested, 0.51% active;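 active means inhibition above a set limit, 3 SD over the mean compound inhibition, cut at about 44% in these data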; further: inactives centre near -24
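Material: Saccharomyces cerevisiae DeaD strain BB579, replicative lifespan model yeast; buffer or medium: CSMM-D restrictive synthetic medium containing dextrose (glucose); compound: 10 µM single dose, DMSO 0.25%; timing: 48 h compound exposure at 30 °C after 4 h preincubation; signal: turbidity as optical density at 615 nm; benchmarks: positive control amphotericin B 10 µg/mL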
MRP-1 activ: H69AR viability gain despite doxorubicin, primary screen, MRP-1 activator project, H69AR cells, CellTiter-Glo | 140,000 tested, 0.61% active | AID 799, 2007 | viability rescue | viability increase, % at 10 µM;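 active means viability gain under doxorubicin at or above a set limit, the compound median plus 3 SD, cut at about 4.7% in these data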;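 further: MRP-1 overexpressing cells given doxorubicin 25 µM after compound pretreatment; 18-22 h compound pretreatment then 72 h with doxorubicin before readout; 0% = doxorubicin-only wells and 100% = vehicle-treated cells without doxorubicin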
Phagocytosis inh: inhibitors of macrophage phagocytosis, primary screen, imaging, J774A.1 cells, IgG beads. J774A.1 macrophage IgG-bead phagocytosis. inhibition, % at 5 µM. 110,000 tested, 0.07% active;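 active means inhibition above the mean of the plate negative controls plus 5 SD, cut at about 13% in these data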;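 further: phagocytic index as fraction of beads internalized from green versus red external bead signal; plate controls were DMSO negative control for no effect and cytochalasin-D positive control for full effect; some results beyond the cut were filed as inactive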
GALR2 antag: GALR2 antagonists in receptor-expressing cells, primary screen; AID 828, 2007; antagonist mode; 140,000 tested, 0.39% active; Galanin receptor type 2 (Homo sapiens), O43603; inhibition, % at 4 µM; in the data active means inhibition above about 27%;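 further: cells stimulated with galanin 1-16 at roughly its EC80; 0% = agonist challenge control and 100% = basal control without agonist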
Target sequence (O43603 whole entry, looked up): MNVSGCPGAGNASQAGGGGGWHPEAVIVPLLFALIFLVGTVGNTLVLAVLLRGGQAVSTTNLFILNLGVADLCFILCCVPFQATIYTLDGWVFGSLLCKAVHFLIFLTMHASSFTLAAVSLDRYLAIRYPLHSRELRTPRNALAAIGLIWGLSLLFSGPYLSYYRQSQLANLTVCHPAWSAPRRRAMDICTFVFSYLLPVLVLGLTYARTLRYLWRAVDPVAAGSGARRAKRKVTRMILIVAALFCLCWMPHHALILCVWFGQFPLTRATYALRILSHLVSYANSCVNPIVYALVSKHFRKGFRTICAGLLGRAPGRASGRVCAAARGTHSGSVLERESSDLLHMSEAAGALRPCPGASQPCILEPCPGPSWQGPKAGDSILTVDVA
PTEN del growth: growth suppression of PTEN-null HCT116, primary screen, cell-based, CellTiter-Glo; HCT116 PTEN-null viability, 60 h; active compounds read low; viability, % at 10 µM; AID 827, 2007; 140,000 tested, 1.2% active;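 active means viability at or below a set limit, 4 SD under the median of all tested compounds, cut at about 3.7% in these data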;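 further: PTEN knockout HCT116 line with beta catenin targeted HCT116 as companion control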
Yeast lifespan up: compounds extending yeast replicative lifespan, primary screen, S. cerevisiae, OD615; inhibition of the nicotinamide effect, % at 10 µM; S. cerevisiae growth with nicotinamide; deaD strain in restrictive glucose medium; 130,000 tested, 0.68% active;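 active means inhibition above a set limit, placed 3 SD over the median of all compounds, cut at about 26% in these data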;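 further: 0% = nicotinamide-treated wells and 100% = cells grown without nicotinamide; some compounds called inactive have numbers as strong as hits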
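Assay system: DeaD-strain S. cerevisiae. Medium: CSMM-D glucose medium, restrictive. Reagent: nicotinamide, 1.5 mM, co-present with compound. Compound: 10 µM single point, 0.25% DMSO. Schedule: culture preincubation 4 h, compound exposure 48 h, both 30 °C. Detection: absorbance at 615 nm.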
Measles CPE: compounds protecting cells from measles virus cytopathic effect, primary screen, measles RdRp inhibitor project, single point, MLSMR library, absorbance; Measles virus-infected cells, CPE protection; protection (pct of control), % at 4 µM; 140,000 tested, 1.5% active; AID 841, 2007; in the data active means protection mostly above about 24%, no sharp cut-off; inactive means mostly below about 26%; further: some compounds called inactive have numbers as strong as hits
NPY-Y2 antag: NPY-Y2 receptor antagonists, primary screen, cell-based; Neuropeptide Y receptor type 2 (Homo sapiens), P49146; NPY-Y2 expressing cells, antagonist mode; inhibition, % at 2.7 µM; 140,000 tested, 0.99% active; AID 793, 2007; in the data active means inhibition above about 17%;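 further: 0% = vehicle with agonist challenge and 100% = reference antagonist with challenge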
Target sequence (P49146 whole entry, looked up): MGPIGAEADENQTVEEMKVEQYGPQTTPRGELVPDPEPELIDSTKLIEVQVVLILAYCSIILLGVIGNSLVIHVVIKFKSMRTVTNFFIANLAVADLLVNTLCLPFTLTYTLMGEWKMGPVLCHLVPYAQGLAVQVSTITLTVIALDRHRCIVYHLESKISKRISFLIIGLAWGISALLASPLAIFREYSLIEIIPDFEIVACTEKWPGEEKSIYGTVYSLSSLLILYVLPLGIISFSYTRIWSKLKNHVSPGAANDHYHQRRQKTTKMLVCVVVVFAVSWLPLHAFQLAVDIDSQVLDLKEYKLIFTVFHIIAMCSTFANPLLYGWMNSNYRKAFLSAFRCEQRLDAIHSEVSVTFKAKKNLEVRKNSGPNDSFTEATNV
E-sel TNF inh: E-selectin induction blockers in HUVEC – imaging, immunofluorescence, high content, primary screen; HUVEC TNFa-induced E-selectin immunofluorescence; inhibition, % at 2 µM; 120,000 tested, 0.71% active;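 active means inhibition above the batch mean plus 3 SD, and confirmed as a hit on visual image review, cut at about 43% in these data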;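 further: 0% = TNF-stimulated DMSO wells and 100% = unstimulated control wells; not every result past the cut was called active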
bCat KO growth: primary screen for growth suppressors in beta-catenin knockout HCT116 cells (colon tumor, human); 140,000 tested, 1.5% active; viability, % at 10 µM; HCT116 beta-catenin knockout viability, CellTiter-Glo, 60 h; active compounds read low;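 active means viability at or under a set limit, the compound median less 4 SD, cut at about 6% in these data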;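 further: 0% = Hyamine 1622 control at 20 µM and 100% = untreated cell control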
Starred values were filed as active, the others as inactive; · = no result given.

SMILES	Yeast growth inh	MRP-1 activ	Phagocytosis inh	GALR2 antag	PTEN del growth	Yeast lifespan up	Measles CPE	NPY-Y2 antag	E-sel TNF inh	bCat KO growth
O=c1oc2cc(Oc3c([N+](=O)[O-])cc(C(F)(F)F)cc3[N+](=O)[O-])ccc2c2c1CCCC2	-48	-1.9	·	-5	92	11	11	12	-35	107
COc1ccc(N(C(=O)CSCC(=O)Nc2cc(C)on2)C(C(=O)NC2CCCCC2)c2ccc(O)c(O)c2)cc1 (stereo not given)	-18	-2.2	-7	2	78	10	17	7	41	84
Cc1ccccc1NS(=O)(=O)c1ccc(NC(=O)CSCc2ccc(Br)cc2)cc1	-4	1.2	0	-11	89	-7	26	-2	0	84
O=C(N/N=C/c1ccc(N2CCCCC2)o1)c1ccccc1[N+](=O)[O-]	-43	-2.6	-1	8	97	0	3	3	-5	94
COc1ccccc1-c1nc(C#N)c(N2CCc3ccccc3C2)o1	-59	5.3*	-1	-2	93	-23	2	13	·	87
Fc1ccc2nc3[nH]c4ccccc4c3nc2c1	63*	-5.2	·	9	34	-29	3	2	·	26
COc1cc(/C=C(\NC(C)=O)C(=O)Nc2cccc(O)c2)ccc1OC(C)=O	-16	-0.2	-2	-2	94	-1	6	1	·	86
COc1cnc(-c2ccccn2)nc1Sc1c(Cl)cccc1Cl	-63	-2.2	·	2	19	20	10	3	·	19
COc1ccc(N2C(=O)CCC(C(=O)N3CCOCC3)C2c2ccc(F)cc2)cc1 (stereo not given)	-53	-0.7	-1	-4	108	-4	9	0	-13	103
O=S1(=O)C=C(Sc2nc3cc(Cl)ccc3o2)c2ccccc21	-48	-7.6	2	10	1.6*	42	2	-1	-27	1.6*
CN(C)S(=O)(=O)c1ccc(N2CCCC2)c(C(=O)NC(c2ccccc2)c2ccccc2)c1	2	-1.0	0	7	74	-14	11	23*	14	80
CCOC(=O)COn1c2c(c3c4no[n+]([O-])c4ccc31)CCCC2	-19	0.7	-2	4	99	-1	8	15	21	97
Cc1nc[nH]c(=O)c1Br	-37	-1.8	-5	-2	91	2	13	1	·	95
Cc1c(-c2ccccc2)nc2ccccc2c1C(=O)Oc1ccc([N+](=O)[O-])cc1	-22	1.1	5	10	56	-19	4	-1	-41	53
O=C(NC1CC2CCCC(C1)N2C1CC1)NC12CC3CC(CC(C3)C1)C2 (stereo not given)	·	·	0	2	·	·	·	4	23	·
CC(=O)Nc1ccc(S(=O)(=O)NCC2CCC(C(=O)NC3CCCCCC3)CC2)cc1 (stereo not given)	-36	-2.4	4	1	109	10	10	6	1	109
Cc1cccc(C)c1NC(=O)c1cn(-c2ccccc2)nc1-c1ccccc1	-61	0.5	-6	0	95	11	3	2	3	89
CCOC(=O)CN1C(=O)COc2ccc(C(C)(C)C)cc21	-32	-4.0	-2	-7	96	4	12	3	22	93
COC(=O)c1c(NC(=O)Cc2cccs2)sc(C)c1C	-28	-3.9	-2	-7	85	-9	4	0	-19	91
CCCCCOC(=O)c1ccc(OC(=O)c2cncc(Br)c2)cc1	-54	-1.0	·	4	88	6	9	1	5	94

Two entries drawn at random from those above:
SMILES	Yeast growth inh	MRP-1 activ	Phagocytosis inh	GALR2 antag	PTEN del growth	Yeast lifespan up	Measles CPE	NPY-Y2 antag	E-sel TNF inh	bCat KO growth
CCCCCOC(=O)c1ccc(OC(=O)c2cncc(Br)c2)cc1	-54	-1.0	·	4	88	6	9	1	5	94
CCOC(=O)CN1C(=O)COc2ccc(C(C)(C)C)cc21	-32	-4.0	-2	-7	96	4	12	3	22	93

(next part)
SMILES	Yeast growth inh	MRP-1 activ	Phagocytosis inh	GALR2 antag	PTEN del growth	Yeast lifespan up	Measles CPE	NPY-Y2 antag	E-sel TNF inh	bCat KO growth
Cc1sc(NC(=O)CSC2=NCCS2)nc1-c1ccccc1	2	-4.2	·	-12	52	-7	2	1	1	41
CCN(CC)CC(O)COCCC12CC3CC(CC(C3)C1)C2 (stereo not given)	-13	-2.3	0	-18	27	-8	2	7	6	26
Cn1c(SCC(=O)NCCN2C(=O)CSC2=O)nnc1-c1ccccc1	-12	-0.9	·	-6	104	1	23	-1	-23	96
O=[N+]([O-])c1nn(-c2ccc3c(c2)OCCO3)n(O)c1=Nc1ccccc1	-23	-2.1	-8	7	88	-3	23	1	·	88
O=C(NC1CCCCC1)N1CCN(c2ccccc2)CC1	-12	3.9	·	-2	98	·	19	0	-4	99
O=C(NN=C1CCCC1)c1cccs1	-8	-2.6	-4	-12	92	4	2	-1	·	94
COc1ccc(-c2csc3ncnc(NCCN4CCOCC4)c23)cc1	-39	-2.3	0	7	39	-11	14	2	-13	57
O=C(C(Sc1ccccc1)c1ccccc1)N1CCN(c2ccccc2F)CC1 (stereo not given)	-62	-2.4	-2	6	73	0	·	20*	33	68
CCOC(=O)c1ccccc1NC1c2ccccc2C(=O)N1c1ccc(C)cn1 (stereo not given)	-57	-1.7	0	10	87	10	29	7	-22	76
CCCC1=NN(C(=O)CCc2ccccc2O)C(O)(C(F)(F)F)C1 (stereo not given)	-5	-1.5	·	-19	91	-5	10	5	·	93
COc1ccc(CC(=O)Nc2nc3ccc(F)cc3s2)cc1S(=O)(=O)N1CCOCC1	-2	-3.3	0	14	70	-11	5	-2	19	71
CSc1nc(O)c(Cc2ccccc2)c(=O)[nH]1	-32	-0.4	·	10	95	-6	32	1	-18	103
Cc1nc(SCC(=O)c2cc3ccccc3oc2=O)c(C#N)c(-c2ccccc2)c1C(=O)Nc1ccccc1	-42	-5.2	-4	-8	1.7*	3	7	7	·	1.4*
CCN(CC)c1nc2n(c(=S)n1)CCS2	-43	-3.3	1	-3	87	-22	4	-1	-4	91
NC1=NC(=O)C(CC(=O)c2ccc(Cl)cc2)S1 (stereo not given)	-34	-2.2	-5	3	85	6	10	4	·	88
CCCCn1c(-c2ccccc2)nnc1-c1ccccc1	4	-1.3	-1	9	81	-1	8	9	20	82
C/C(N)=C(/C#N)C(=O)COC(=O)CCC1CCCC1	-28	0.1	-1	-9	101	-10	17	2	-5	96
CC(=O)OC1c2ccccc2C(=O)N1c1ccccc1C (stereo not given)	-24	0.1	2	-3	105	2	6	3	·	95
Cc1nc2ccc(S(=O)(=O)N(C)CC(=O)NCc3ccc4c(c3)OCO4)cc2s1	-39	-2.1	-1	-14	94	-7	16	-2	·	89
CCOC(=O)c1c(C)[nH]c(C(=O)COC(=O)CCC(=O)c2ccc3c(c2)OCCO3)c1C	-48	-0.8	1	0	98	-8	4	7	32	97
CS(=O)(=O)CCC(C(=O)OCc1ccc(Cl)cc1)N1C(=O)c2ccccc2C1=O (stereo not given)	8	-1.0	1	8	109	-4	4	0	·	92
CCN(CC)CCOc1c(Br)ccc2c1sc1nc3n(c(=O)c12)CCC3	-16	-4.1	-1	-4	30	0	4	-1	·	22
Cc1nn(Cc2ccc(F)cc2)c(C)c1NC(=O)c1nn(C)cc1Cl	-17	-1.6	·	2	109	·	6	-3	24	93
COc1ccc(OCc2cccc(C(=O)Nc3ccc(CN4CCCCC4)cc3)c2)cc1	-43	-4.1	0	-7	7	-5	36	7	14	10
CCOC(=O)Cc1csc(NC(=O)CSc2ncnc3c2cnn3-c2ccccc2Cl)n1	-30	-4.2	-1	0	71	-8	21	1	-9	81
COC(=O)CN1C(=O)C(O)(CC(=O)c2ccccc2)c2ccccc21 (stereo not given)	-20	-3.1	0	-3	102	-27	7	2	-39	98
Nc1ccc(OCc2ccccc2)cc1	1	-2.6	·	1	90	-10	15	-2	9	93
C=CCOC(=O)C1=C(C)Nc2ncnn2C1c1cc(Br)ccc1F (stereo not given)	-26	-2.2	·	3	66	-15	1	5	-13	83
Cc1nc(N2CCN(c3ccccc3)CC2)nc2c1C(=O)CC(C)C2 (stereo not given)	-46	1.4	0	4	63	-20	7	4	7	56
N#CC1=C(N)C(C#N)(C#N)[C@H](c2c(F)cccc2F)[C@H]2CC3(CC=C12)OCCO3	-18	-5.1	3	-3	37	-7	18	5	-21	43
CC1=C(C(=O)OCC2CCCO2)C(c2ccc(O)cc2)NC(=O)N1 (stereo not given)	-15	0.1	0	7	101	-2	23	3	-37	90
CC1=C(C(=O)Nc2cccnc2)C(c2ccc(C(C)C)cc2)n2ncnc2N1 (stereo not given)	-22	-3.1	·	7	96	-2	6	3	·	97
Cc1cccc(C)c1NC(=O)C(c1ccc([N+](=O)[O-])cc1)N1CCCCC1 (stereo not given)	-26	-3.5	-1	1	53	-10	4	1	-26	59
CC(=O)Nc1ccc(NC(=O)CN(c2ccccc2Cl)S(C)(=O)=O)cc1	41	-2.7	1	0	103	1	37	-1	-16	100
COc1ccc2nc(NC(=S)N(C)C)sc2c1	65*	-1.6	1	1	48	-11	5	0	-4	54
Cc1cc(S(=O)(=O)N2CCC(NC(=O)C34CC5CC(CC(C5)C3)C4)CC2)ccc1-n1cnnn1	-5	-2.2	2	-4	88	-3	8	3	·	102
CCCCC(=O)Nc1ccc(C(=O)NCC(=O)OC)cc1	-28	-1.8	-1	-1	87	-18	2	3	-11	99
O=C(CSc1nc2ccccc2c(=O)n1CCCO)N1CCc2ccccc21	-38	-3.5	-6	-6	82	-3	9	9	-8	91
CC(=O)N1CN(S(=O)(=O)c2ccc(C)cc2)CC1C (stereo not given)	-19	-0.1	0	-1	86	-4	0	3	-41	107
O=C(c1ccco1)N1CCN(C(=O)C2CCN(S(=O)(=O)c3cccs3)CC2)CC1	-37	-2.4	2	-6	88	-22	6	-2	21	91
CCOC(=O)c1nn(-c2ccc(OC)cc2)c(=O)c2c(N)scc12	-49	-1.1	-1	7	78	-12	9	0	-38	68
CN(C)C(=O)C[n+]1cccc(/C=N/O)c1	-66	-2.2	-4	-2	94	2	21	3	·	102
Cc1ccc(S(=O)(=O)N(C)Cc2nc(-c3ccncc3)no2)cc1	-35	-1.8	0	11	78	-1	4	1	-12	79
CCOC(=O)c1ccc(NC(=O)CSc2nc(C)cc(=O)[nH]2)cc1	-5	-2.0	-1	-25	87	-7	5	3	·	93
CCCCNC(=O)CSc1nc2n[nH]c(C)c2c(=N)n1-c1cccc(Cl)c1C	-22	-2.4	·	-1	99	·	14	0	-45	97
Cc1cccc(CSc2ncc(CO)n2C)c1	-23	-1.0	·	7	104	-18	19	2	·	106
CCNC(=S)N1CCN(CC(=O)Nc2ccc(Br)cc2)CC1	6	0.6	1	3	81	8	12	2	3	89
CCOc1ccc(N2CC(C(=O)Nc3ccccc3F)CC2=O)cc1 (stereo not given)	-71	-0.4	-1	-1	99	-4	7	4	0	102
Cc1cc(NC(=O)Cn2c(C)nc3ccccc3c2=O)ccc1Br	-11	-1.8	3	-12	94	-4	4	3	4	98

Rows are unselected; overall some 6.1% were active at least once.
